PfM18AAP inh – PfM18AAP enzyme inhibition; inhibition, % at 7.35 µM; recombinant PfM18AAP, H-Glu-NHMec fluorogenic cleavage; 290,000 tested, 1.2% active;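 active means inhibition above the campaign mean inhibition over all tested compounds plus 3 SD, cut at about 28% in these data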;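 further: 0% = plate median of test compound wells and 100% = 2 mM ZnCl2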
GalR3 antag – antagonists of human GalR3 | AID 651719 | O60755 | HEK293 GalR3-CNG cAMP membrane potential fluorescence; galR3 body fused to GalR1 C-terminus | inhibition, % at 3 µM | 360,000 tested, 0.44% active;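 active means inhibition above the screen-wide average plus 3 SD, cut at about 13% in these data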;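 further: forskolin and galanin both at EC90 stimulate the cells; cAMP rise reported by CNG channel membrane potential dye signal; 0% = forskolin plus galanin with DMSO and 100% = forskolin alone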
Target sequence (O60755 1-299 limits assumed): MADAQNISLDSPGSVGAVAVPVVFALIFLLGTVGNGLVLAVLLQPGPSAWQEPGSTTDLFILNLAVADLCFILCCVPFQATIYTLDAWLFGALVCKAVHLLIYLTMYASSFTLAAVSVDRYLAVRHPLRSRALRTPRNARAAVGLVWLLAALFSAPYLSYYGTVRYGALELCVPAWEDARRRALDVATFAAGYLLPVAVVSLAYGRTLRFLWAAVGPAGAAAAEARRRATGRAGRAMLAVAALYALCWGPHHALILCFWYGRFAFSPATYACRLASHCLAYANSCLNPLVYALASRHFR
GPR7 antagonist – human neuropeptides B/W receptor 1 antagonism | P48145 | GPR7-expressing cells, fluorescence antagonist assay | inhibition, % at 4.4 µM | 290,000 tested, 1.1% active | AID 1861; in the data active means inhibition above about 16%, passing the limit was not always enough;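 further: cells stimulated with the agonist NPW; 0% = agonist with vehicle and 100% = vehicle without agonist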
Target sequence (P48145 whole entry, looked up): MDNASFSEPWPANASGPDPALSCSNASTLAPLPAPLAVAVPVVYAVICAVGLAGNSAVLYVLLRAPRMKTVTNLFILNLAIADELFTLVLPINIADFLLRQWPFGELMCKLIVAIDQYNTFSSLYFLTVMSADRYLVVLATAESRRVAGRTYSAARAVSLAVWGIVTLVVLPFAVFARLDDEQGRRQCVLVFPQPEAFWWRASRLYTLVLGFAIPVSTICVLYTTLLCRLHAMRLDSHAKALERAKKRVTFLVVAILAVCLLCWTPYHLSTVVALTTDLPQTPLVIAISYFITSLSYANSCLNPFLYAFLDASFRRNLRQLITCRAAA
NALP1 inh – inhibitors of NALP1 inflammasome in yeast. S. cerevisiae NALP1/ASC/caspase-1 growth, X-gal OD620, 72 h. inhibition, % at 10 µM. 280,000 tested, 0.61% active; in the data active means inhibition mostly above about 24%, no sharp cut-off; inactive means mostly below about 32%; further: some compounds called inactive have numbers as strong as hits
V1R ag counter – V1a receptor agonism, counter-screen for OXTR agonists. P37288. 320,000 tested, 0.25% active. AID 2797. CHO-V1R cells, Fluo-8 calcium fluorescence, agonist mode; 0% DMSO, 100% 3 nM vasopressin. activation, % at 3 µM;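 active means activation above the mean activation of all tested compounds plus 3 SD, per screening run, cut at about 20% in these data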;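 further: signal is peak over basal fluorescence ratio across a 100 second FLIPR read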
OXTR potentiator – human OXTR potentiation | CHO-OTR cells, Fluo-8 calcium fluorescence, potentiator mode; 0% = oxytocin EC15, 100% = EC100 | 320,000 tested, 0.061% active | activation, % at 3 µM | AID 2445 | P30559;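 active means activation above that plate's cutoff, the mean activation of tested compounds plus 3 SD, cut at about 6.6% in these data, passing the limit was not always enough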;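 further: 100% uses oxytocin at 75 nM as the full agonist control; some results filed as inactive read as strong as hits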
Target sequence (P30559 whole entry, looked up): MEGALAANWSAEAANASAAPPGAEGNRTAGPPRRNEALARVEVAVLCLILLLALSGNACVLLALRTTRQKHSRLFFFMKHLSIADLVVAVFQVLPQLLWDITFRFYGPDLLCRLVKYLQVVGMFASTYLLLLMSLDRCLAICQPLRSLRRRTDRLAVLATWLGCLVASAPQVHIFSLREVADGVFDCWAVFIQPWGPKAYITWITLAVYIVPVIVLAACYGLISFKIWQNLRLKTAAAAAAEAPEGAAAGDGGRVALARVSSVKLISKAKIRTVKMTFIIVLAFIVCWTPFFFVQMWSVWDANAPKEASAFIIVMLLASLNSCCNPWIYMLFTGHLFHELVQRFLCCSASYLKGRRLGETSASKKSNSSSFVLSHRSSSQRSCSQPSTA
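assay system = CHO-OTR cells, human receptor | schedule = compound 6 min at room temperature before oxytocin, 100 s read | detection = Fluo-8 intracellular calcium fluorescence, ex 470-495, em 515-575 nm | evaluation = normalized max/min fluorescence ratio, % activation | control set = EC15 oxytocin alone as 0%, 75 nM oxytocin (EC100) as 100%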
MEKK2wt PB1 HTS – raises or lowers MEK5 binding to wildtype human MEKK2 PB1 domain | bead flow cytometry, Alexa488-MEK5 binding to MEKK2 WT; actives lie on both sides | binding response (% of control), % at 10 µM | 290,000 tested, 1.1% active | AID 1531; in the data active means binding response below about 67% or above about 130%
OXTR agonist – activates the human oxytocin receptor; activation, % at 3 µM; AID 2435; CHO-OTR cells, Fluo-8 calcium fluorescence; normalized: DMSO 0%, oxytocin 100%; 320,000 tested, 0.32% active; P30559;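 active means activation above the mean of all tested compounds plus 3 SD, cutoff set per screening run, cut at about 20% in these data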;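 further: peak over basal fluorescence ratio from a 100 s FLIPR kinetic read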
MEKK2mut PB1 HTS – signal of MEK5 binding to mutant human MEKK2 PB1 domain; bead flow cytometry, Alexa488-MEK5 binding to MEKK2 mutant; percent response, % at 10 µM; AID 1530; 290,000 tested, 0.35% active; in the data active means percent response above about 24%, passing the limit was not always enough; further: inactives centre near 1; some results filed as inactive read as strong as hits
Starred values were filed as active, the others as inactive; nt = no result given.

SMILES | PfM18AAP inh | GalR3 antag | GPR7 antagonist | NALP1 inh | V1R ag counter | OXTR potentiator | MEKK2wt PB1 HTS | OXTR agonist | MEKK2mut PB1 HTS
COc1ccc(N2C(=NC(=O)C(C)Oc3ccccc3)SC3CS(=O)(=O)CC32)cc1 (stereo not drawn) | -1 | -11 | -10 | 25 | 0.7 | -6 | 97 | 2.5 | 0
Cc1cc(SCC(=O)OC/C(O)=C(\C#N)c2nc3ccccc3[nH]2)c(C)cc1Br | 8 | 0 | -9 | -17 | 2.0 | -4 | 101 | 1.4 | 0
COc1ccc(Cn2c(CCC(=O)N3CCN(c4ccccn4)CC3)nc3ncccc3c2=O)cc1 | 3 | -2 | -16 | -14 | nt | nt | 96 | nt | 2
O=C(Nc1ccc(Cn2cccn2)cc1)c1ccc(COc2ccccc2Br)cc1 | -4 | -8 | -6 | 12 | 2.5 | -9 | 103 | 0.5 | 0
CCOc1ccc(NC(=O)c2ccccc2CO)cc1 | -9 | 1 | -4 | 13 | -0.3 | -9 | 109 | 0.4 | 4
CC(=O)Nc1ccc(S(=O)(=O)Nc2ccc3[nH]c(=O)[nH]c3c2)cc1 | -5 | 10 | 5 | 15 | 0.2 | 0 | 101 | 0.8 | -5
Cc1ccc(S(=O)(=O)n2cnc(C)c2)cc1 | -2 | -5 | 6 | 19 | 0.4 | -1 | 101 | -0.1 | 5
CCOC(=O)C1CCN(C(=O)C2CCN(S(=O)(=O)c3cc(Cl)ccc3OCC)CC2)CC1 | 1 | -3 | -5 | -10 | 7.1 | -9 | 106 | 2.4 | 4
C=CCOC(Cn1ccnc1)c1ccc(Cl)cc1Cl (stereo not drawn) | nt | -7 | nt | nt | -0.5 | 1 | nt | -1.6 | nt
O=C(COc1ccccc1[N+](=O)[O-])Nc1ccc(CN2CCOCC2)cc1 | 3 | -5 | -18 | 9 | 1.5 | -5 | 106 | 1.7 | 5
Cc1ccc(S(C)(=O)=NS(=O)(=O)c2cccc3nsnc23)cc1 (stereo not drawn) | -8 | -4 | -2 | 7 | -0.2 | -4 | 109 | 0.1 | 3
CCCC1=C(C(=O)OCC)C(c2ccccc2OCC)NC(=O)N1C (stereo not drawn) | 0 | -5 | 3 | -5 | -1.2 | 1 | 91 | -2.0 | -4
COc1ccc(C)cc1NC(=O)C(C)N1CCOCC1 (stereo not drawn) | -7 | -10 | -5 | 20 | 10 | -11 | 107 | -0.1 | 2
CC1=C/C(=N\NC(=O)c2ccc(O)cc2)CC1 | -6 | -3 | 1 | 25 | -0.1 | 1 | 97 | -0.1 | 16
N#Cc1c(NC(=O)C2CC(c3ccccc3Cl)=NO2)sc2c1CCC2 (stereo not drawn) | 5 | -6 | -4 | -2 | 2.3 | -7 | 93 | 2.6 | -4
CC(C)OCCCN1CC(=O)N2C(c3cccc([N+](=O)[O-])c3)c3[nH]c4ccccc4c3C[C@H]2C1=O (stereo partly drawn) | 4 | -10 | 11 | -6 | 12 | -8 | 109 | 2.9 | 6
CN(C)C(=S)Nc1cccc(F)c1 | 6 | -4 | -9 | -8 | 0.3 | 2 | 97 | -1.0 | 2
O=C(NCc1ccco1)C(c1cccs1)N(C(=O)Cc1cccs1)c1ccccc1 (stereo not drawn) | 0 | -1 | 11 | 9 | 11 | -5 | 101 | 1.0 | 2
CCOC(=O)c1oc2c(CN3CCN(C)CC3)c(O)ccc2c(=O)c1-c1ccc(Br)cc1 | 16 | 4 | 16 | 12 | 0.8 | -3 | 98 | 0.0 | -1
Cc1ccc(N2C(=O)c3ccc(C(=O)O)cc3C2=O)c(C)c1 | 1 | 0 | -7 | 22 | 0.1 | -5 | 100 | -0.4 | -1
Cc1ccc(NC(=O)CCn2c(=S)oc3ccccc32)cc1 | 8 | -4 | -14 | 7 | -0.6 | -7 | 102 | -2.3 | 3
Cc1ccc(NC(=O)C2CCCN(C(=O)Nc3ccc(F)cc3)C2)cc1 (stereo not drawn) | -3 | -7 | 15 | 17 | -1.5 | -8 | 104 | -2.2 | -1
O=C(COC(=O)c1ccc(Oc2ccccc2)cc1)Nc1nnc(-c2ccccc2)o1 | 5 | 1 | 5 | 24 | -1.3 | -14 | 98 | -1.4 | -1
O=C(CSc1ccsc1[N+](=O)[O-])NC1CCCC1 | -2 | 0 | 15 | 10 | 0.9 | -11 | 87 | -0.6 | -11
Cc1cc(/C=C2/NC(=O)N(c3ccccc3)C2=O)c(C)n1-c1cccnc1 | 0 | -7 | 0 | 20 | 2.1 | -7 | 111 | 1.8 | -1
Cc1nc(C(=O)NCC(=O)c2ccc(Cl)cc2)c(C(F)(F)F)o1 | -8 | -6 | -1 | 10 | -2.3 | -9 | 101 | -0.9 | 9
CC1CN(C(=O)c2cc3cc(Cl)cc(Cl)c3oc2=O)CC(C)O1 (stereo not drawn) | -2 | -1 | 5 | -4 | 1.1 | -12 | 105 | -0.4 | 3
COc1ccccc1CNC(=O)COC(=O)c1ccc(-n2cnnn2)cc1 | nt | -2 | nt | nt | 0.5 | -13 | nt | -1.2 | nt
COc1cccc(OCC(=O)Nc2c3c(nn2-c2ccc(F)cc2)CS(=O)(=O)C3)c1 | -3 | -6 | 1 | 10 | -0.1 | 8 | 107 | -0.4 | 7
COC(=O)C1CCN(Cc2cc(=O)oc3cc(C)c(Cl)cc23)CC1 | -1 | -9 | 0 | 15 | -1.1 | -11 | 105 | -1.1 | 9

Ordered by SMILES length (ascending): 3 of the compounds above
SMILES | PfM18AAP inh | GalR3 antag | GPR7 antagonist | NALP1 inh | V1R ag counter | OXTR potentiator | MEKK2wt PB1 HTS | OXTR agonist | MEKK2mut PB1 HTS
COC(=O)C1CCN(Cc2cc(=O)oc3cc(C)c(Cl)cc23)CC1 | -1 | -9 | 0 | 15 | -1.1 | -11 | 105 | -1.1 | 9
O=C(COC(=O)c1ccc(Oc2ccccc2)cc1)Nc1nnc(-c2ccccc2)o1 | 5 | 1 | 5 | 24 | -1.3 | -14 | 98 | -1.4 | -1
COc1cccc(OCC(=O)Nc2c3c(nn2-c2ccc(F)cc2)CS(=O)(=O)C3)c1 | -3 | -6 | 1 | 10 | -0.1 | 8 | 107 | -0.4 | 7

Next part
SMILES | PfM18AAP inh | GalR3 antag | GPR7 antagonist | NALP1 inh | V1R ag counter | OXTR potentiator | MEKK2wt PB1 HTS | OXTR agonist | MEKK2mut PB1 HTS
COc1ccc(OCc2cc(C(=O)N[C@H]3CCCCNC3=O)no2)c(Cl)c1 | 7 | 1 | -14 | 15 | 2.6 | -6 | 106 | 0.9 | 4
CC12C(=O)N(n3cnnc3)C(=O)C1C1C=CC2C1 (stereo not drawn) | 5 | -5 | -15 | 6 | 1.2 | -4 | 104 | 1.9 | 5
Cc1ccc(S(=O)(=O)N2CCCC2C(=O)Nc2nccs2)cc1 (stereo not drawn) | -3 | -3 | -7 | -11 | 1.1 | 0 | 109 | 1.9 | 14
O=C(O)CSCCc1ccccn1 | 5 | -1 | -10 | 4 | 0.6 | -2 | 106 | 0.8 | 9
O=C(CSc1ncccn1)NC(=O)c1ccccc1 | -2 | 5 | -10 | 8 | 0.9 | -13 | 88 | 0.3 | -12
CC(C)NS(=O)(=O)c1ccc(OCC(=O)NCc2ccco2)cc1 | -6 | 0 | -6 | -7 | -0.6 | -16 | 98 | -0.4 | 0
CCOC(=O)CC1C(=O)NCCN1C(=O)c1cc2c(=O)n3cccc(C)c3nc2s1 (stereo not drawn) | 9 | nt | -13 | 13 | 1.3 | -5 | nt | -0.6 | nt
Cn1c(N/N=C2\CCCc3ccccc32)nc2c1c(=O)n(Cc1ccc(F)cc1)c(=O)n2C | 1 | 1 | -7 | 27 | nt | nt | 92 | nt | 3
COc1ccc(-c2cc(=O)c3cc(F)ccc3[nH]2)cc1 | 4 | -5 | 1 | 22 | 1.1 | -3 | 97 | 1.3 | 3
Cc1cccc2c(=O)c(C(=O)N3CCCCCC3)c[nH]c12 | 7 | -2 | -28 | 22 | 0.7 | -5 | 105 | 0.1 | 3
N#Cc1cccc(NC(=O)COC(=O)Cn2nc(-c3ccccc3)oc2=O)c1 | nt | -4 | nt | nt | 5.3 | -6 | nt | 6.0 | nt
O=C(c1ccco1)N(CCC(c1ccccc1)c1ccco1)Cc1ccco1 (stereo not drawn) | -8 | -3 | -2 | 5 | -1.5 | -1 | 97 | -1.8 | 0
O=C(/C=C/c1ccccc1)Nc1cccnc1Cl | -12 | -9 | -5 | 12 | -1.5 | -5 | 104 | -3.3 | 10
Cc1ccnc(SCc2cn3c(C)cc(C)nc3n2)n1 | 0 | -7 | 0 | -4 | -0.2 | 1 | 94 | 0.1 | -3
CCOC(=O)[C@@H]1[C@H]2COc3cc(OC)ccc3[C@@H]2N2C(=O)N(c3ccc(F)cc3)C(=O)[C@]12C | 3 | -5 | -8 | 6 | -0.8 | -2 | 102 | -2.2 | -3
CC(=O)OC(C(=O)NC1CCCCC1)c1cccc(F)c1 (stereo not drawn) | 5 | -7 | -5 | 4 | 0.4 | 2 | 94 | -1.5 | -2
O=C(Nc1ccccc1)c1ccc(N2CCN(c3ccccc3)CC2)c(S(=O)(=O)N2CCOCC2)c1 | 1 | -3 | -9 | 7 | 0.1 | -2 | 96 | 0.7 | -1
O=C(CS(=O)CC(=O)N(CC(=O)NC1CCCC1)c1ccccc1F)Nc1ccc(F)cc1 (stereo not drawn) | 1 | -9 | 2 | 7 | -0.2 | 1 | 98 | 1.7 | -5
COc1cccc(C2=CC(c3ccccc3)n3nnnc3N2)c1 (stereo not drawn) | 1 | -9 | 12 | -14 | -0.7 | -2 | nt | -1.1 | nt
O=C(c1cnn2c(C(F)F)cc(-c3ccccc3)nc12)N1CCCCC1c1cccnc1 (stereo not drawn) | -8 | 4 | 0 | nt | -0.6 | -6 | 96 | -1.3 | 1
COc1ccc(-c2ccc(C#N)c(SCC(=O)NCc3ccco3)n2)cc1OC | -3 | -1 | -2 | nt | -1.6 | -5 | 90 | -3.6 | -6
C/C(=C\C(=O)c1ccc(Cl)cc1)Nc1ccc(Br)cc1 | -20 | -7 | -4 | nt | 1.3 | -12 | 127 | -0.5 | 11
O=C(Nc1ccc(Cl)c(Cl)c1)Nc1cc(S(=O)(=O)N2CCOCC2)ccc1N1CCCC1 | -2 | -2 | -9 | 29 | 6.0 | -9 | 106 | 4.2 | 0
Cc1cc(C)n(C/C=C/Cn2nc(C)cc2C)n1 | -6 | 4 | -9 | 5 | 1.2 | 2 | 110 | 1.3 | 12
COc1ccc(/C=C2/SC(=O)N(CCC(=O)Nc3ccccc3C(=O)O)C2=S)cc1 | -15 | 4 | -2 | 19 | 0.3 | -1 | 100 | -0.5 | 4
COc1cc2c(C#N)c(N3CCCCC3)nc(N)c2c(N)n1 | 11 | -7 | -9 | -2 | -0.2 | -10 | 104 | -0.8 | 10
Cc1ccc(S(=O)(=O)N(C)C)cc1NC(=O)COC(=O)C1(c2ccccc2)CC1 | nt | 1 | nt | nt | 0.1 | -13 | nt | -0.4 | nt
CNc1nc(N2CCc3ccccc32)ncc1F | 1 | -3 | -3 | -3 | -1.1 | -1 | 100 | -1.8 | 0
COc1ccc(NC(=O)CN(C)C(=O)c2cc(-c3ccc(C)o3)nc3ccccc23)cc1 | nt | -5 | nt | nt | -1.7 | -14 | nt | -1.7 | nt
CC(=O)Nc1ccc(O)cc1[N+](=O)[O-] | 2 | -10 | -2 | 8 | -0.5 | -10 | 91 | 0.2 | 7
CCC1S/C(=C(\C#N)C(=O)NCc2ccco2)N(c2ccc(Br)cc2)C1=O (stereo not drawn) | 7 | -5 | 8 | 22* | 1.0 | -3 | 120 | 1.2 | 18

Compound activity (PubChem BioAssay)
